Bioassay records: PubChem BioAssay, The Scripps Research Institute Molecular Screening Center
OXTR ag – agonists of human oxytocin receptor; CHO-OTR cells, Fluo-8 calcium fluorescence; normalized: DMSO 0%, oxytocin 100%; activation, % at 3 µM; 0.32% of 320,000 active; AID 2435;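 active means activation above the mean of all tested compounds plus 3 SD, cutoff set per screening run, cut at about 20% in these data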;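 further: peak over basal fluorescence ratio from a 100 s FLIPR kinetic read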
CHO parental Ca – signal in parental CHO cells, OX1R antagonist counter-screen; parental CHO-K1, ATP-induced calcium, Fluo-8 fluorescence; inhibition, % at 5.6 µM; 0.63% of 330,000 active; AID 463079;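 active means inhibition above that plate's mean sample inhibition plus 3 SD, cut at about 26% in these data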;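 further: 0% = ATP-challenged DMSO wells and 100% = DMSO wells without ATP; some compounds past the cut are filed as inactive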
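material = parental CHO cells | also added = ATP as calcium-mobilizing challenge | dosing = single point at 5.6 µM | detection = intracellular calcium via Fluo-8 no-wash fluorescent dye | read-out = % inhibition | benchmarks = low control ATP plus DMSO, high control DMSO only | repeats = one well per compound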
V1R ag counter – V1a receptor agonism, counter-screen for OXTR agonists; CHO-V1R cells, Fluo-8 calcium fluorescence, agonist mode; 0% DMSO, 100% 3 nM vasopressin; activation, % at 3 µM; 0.25% of 320,000 active;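 active means activation above the mean activation of all tested compounds plus 3 SD, per screening run, cut at about 20% in these data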;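 further: signal is peak over basal fluorescence ratio across a 100 second FLIPR read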
Target sequence (P37288 whole entry, looked up): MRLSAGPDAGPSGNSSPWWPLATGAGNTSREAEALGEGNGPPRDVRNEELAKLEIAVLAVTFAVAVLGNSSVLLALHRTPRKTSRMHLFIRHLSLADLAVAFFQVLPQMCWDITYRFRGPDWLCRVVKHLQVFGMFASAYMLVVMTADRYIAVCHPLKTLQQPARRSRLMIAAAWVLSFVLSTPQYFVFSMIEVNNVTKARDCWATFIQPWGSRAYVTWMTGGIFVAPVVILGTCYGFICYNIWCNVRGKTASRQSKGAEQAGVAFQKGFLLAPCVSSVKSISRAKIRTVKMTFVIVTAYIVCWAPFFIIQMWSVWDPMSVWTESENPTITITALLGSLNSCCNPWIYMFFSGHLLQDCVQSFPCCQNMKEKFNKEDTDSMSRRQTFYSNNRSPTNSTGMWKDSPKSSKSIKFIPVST
CHRM1 agonist – activates human CHRM1 receptor; P11229; CHO-K1 hM1, Fluo-8 calcium fluorescence, agonist mode; 0% DMSO, 100% acetylcholine EC100; activation, % at 3 µM; 0.33% of 360,000 active; AID 588814;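 active means activation above the run's mean compound activation plus 3 SD, cut at about 16% in these data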;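 further: peak over basal fluorescence ratio within a 140 s kinetic read after compound addition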
Target sequence (P11229 whole entry, looked up): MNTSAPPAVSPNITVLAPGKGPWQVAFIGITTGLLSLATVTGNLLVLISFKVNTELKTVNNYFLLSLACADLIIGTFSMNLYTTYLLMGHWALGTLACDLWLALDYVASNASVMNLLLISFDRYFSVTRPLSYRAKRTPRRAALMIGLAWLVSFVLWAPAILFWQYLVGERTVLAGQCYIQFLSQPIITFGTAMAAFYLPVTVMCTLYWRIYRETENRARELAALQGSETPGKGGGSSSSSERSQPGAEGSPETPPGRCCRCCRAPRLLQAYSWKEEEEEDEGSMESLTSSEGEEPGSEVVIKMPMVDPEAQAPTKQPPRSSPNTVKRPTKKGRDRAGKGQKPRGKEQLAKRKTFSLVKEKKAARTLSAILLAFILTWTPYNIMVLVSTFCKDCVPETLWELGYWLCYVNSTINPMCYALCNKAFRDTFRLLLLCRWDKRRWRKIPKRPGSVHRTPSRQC
CHRM1 PAM – human CHRM1 positive allosteric modulation | CHO-K1 hM1, Fluo-8 calcium fluorescence, ACh EC20; 0% = ACh EC20, 100% = maximal ACh | activation, % at 3 µM | 0.088% of 360,000 active | AID 588819; in the data active means activation above about 19%, passing the limit was not always enough
OXTR potentiate – potentiates the human oxytocin receptor response; P30559; CHO-OTR cells, Fluo-8 calcium fluorescence, potentiator mode; 0% = oxytocin EC15, 100% = EC100; activation, % at 3 µM; 0.061% of 320,000 active;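 active means activation above that plate's cutoff, the mean activation of tested compounds plus 3 SD, cut at about 6.6% in these data, passing the limit was not always enough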;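 further: 100% uses oxytocin at 75 nM as the full agonist control; some results filed as inactive read as strong as hits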
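Replication – single well per compound, singlicate · Assay system – CHO cell line stably expressing human OTR · Timing – 6 min pre-incubation, 100 s read · Measure – normalized max/min fluorescence ratio, % activation · Doses – 3.0 µM, one dose · Detection – Fluo-8 calcium dye fluorescence · Probe or stimulus – oxytocin near EC15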
TAAR1 antagonist – antagonists of human TAAR1. 1.5% of 360,000 active. CHO RD-HGA16 TAAR1, Fluo-8 calcium fluorescence, antagonist. inhibition, % at 3 µM. Q96RJ0. AID 624466;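 active means inhibition above a per-plate cutoff, the mean inhibition of test compounds on that plate plus 3 SD, cut at about 49% in these data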;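 further: 0% = DMSO plus EC80 beta-PEA response and 100% = DMSO alone without agonist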
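Test system: RD-HGA16 CHO cells with stable hTAAR1 and Gα16 / Probe or stimulus: EC80 β-phenethylamine stimulus / Times: seeding 17-24 h prior, 75-min 37 °C, 30-min RT dye loading / Detection: Fluo-8 calcium-sensitive fluorescence / Read-out basis: % inhibition scaled between DMSO and EC80 PEA controls / Repeats: singlicate, one well per test compound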
TAAR1 agonist – agonists of human TAAR1; CHO RD-HGA16 TAAR1, Fluo-8 calcium fluorescence; vehicle wells 0%, saturating PEA agonist 100%; Q96RJ0; AID 624467; activation, % at 3 µM; 0.99% of 360,000 active;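 active means activation above the mean activation of all test compounds in the run plus 3 SD, cut at about 38% in these data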
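Assay system – CHO-derived RD-HGA16 cells with stable Gα16 and human TAAR1 · Compound dosing – one-point dosing at 3 µM (nominal) · Incubation – 17-24 h seeding, 75 min 37 °C dye, 30 min RT · Measured by – kinetic Fluo-8 calcium fluorescence · Control set – DMSO vehicle as 0%, PEA at EC100 as 100% · Repeats – single well for each compound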
CHRM1 antagonist – blocks human M1 muscarinic receptor. P11229. CHO-K1 hM1, Fluo-8 calcium fluorescence, ACh EC80 antagonist. AID 588852. inhibition, % at 3 µM. 1.3% of 360,000 active;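 active means percent inhibition above its own plate's cutoff, namely the mean of that plate's compound wells plus 3 SD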;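 further: peak over basal fluorescence ratio during 140 s after agonist addition; 0% = ACh EC80 plus DMSO and 100% = DMSO alone without agonist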
An asterisk follows results filed as active; · = not tested or not shown. The order is random (roughly 3.7% active in at least one column).

compound	V1R ag counter	CHO parental Ca	TAAR1 agonist	TAAR1 antagonist	OXTR potentiate	CHRM1 antagonist	OXTR ag	CHRM1 PAM	CHRM1 agonist
CCOC(=O)NC1(C(F)(F)F)N=C(c2ccccc2)NC1=O (configuration not stated)	1.5	-19.1	3.4	0.0	-15.6	2.8	-0.3	-4.4	-3.2
CN(C)c1ccc(NC(=S)NC(=O)/C=C/c2ccc(Cl)cc2)cc1	0.2	-11.5	5.9	3.0	-10.0	-3.5	-0.8	6.7	-1.6
Cc1ccc(C)c(NC(=O)COC(=O)c2c(C)nn(-c3ccccc3)c2C)c1	-1.7	-15.8	-0.3	2.1	-6.3	-0.3	-2.6	1.5	-4.3
Cc1sc2nc(CSCC(=O)N(C)CC(=O)Nc3ccc(F)cc3)[nH]c(=O)c2c1C	0.9	-13.2	-0.6	5.6	-5.6	-9.0	-0.2	6.9	-4.1
O=C(CNS(=O)(=O)c1ccc2ccccc2c1)Nc1ccc(F)c(F)c1F	-0.1	-14.5	1.0	-10.2	-3.3	-2.2	-1.2	-2.0	-4.1
CCN1C/C(=C/c2cccc([N+](=O)[O-])c2)C(=O)/C(=C/c2cccc([N+](=O)[O-])c2)C1	0.6	-2.5	-0.4	-17.4	1.2	-12.6	0.8	17.1	-0.3
COc1ccc(-n2ncc(Cl)c(Cl)c2=O)cc1	·	·	7.7	4.6	·	4.2	·	-7.1	-5.9
CC(C1=C(CCN(C)C)Cc2ccccc21)c1ccccn1 (configuration not stated)	·	·	1.6	-6.3	·	77.4*	·	-30.3	-8.5
Cn1cc(CN2CCCC(C(=O)c3cccs3)C2)c(-c2cccc(Cl)c2)n1 (configuration not stated)	2.2	-20.4	1.4	-29.8	-4.0	19.0	-0.2	-11.2	-6.7
COc1ccccc1N(C)S(=O)(=O)c1ccc(C(=O)NC2=NCCS2)cc1	3.2	-4.5	13.6	34.9	-11.3	11.1	3.2	-3.8	-2.1
Cc1nc(N2CCN(c3ccccn3)CC2)c2c(C)c(C(=O)Nc3c(C)cc(Br)cc3C)sc2n1	0.7	-8.7	1.2	-10.0	-4.1	0.4	-0.6	-1.1	-2.1
NC(=O)/C=C\C(=O)Nc1cccc(C(F)(F)F)c1	0.6	-8.3	0.6	-8.3	0.6	-15.6	1.1	9.2	7.0
CCOC(=O)[C@@H]1[C@H]2COc3ccccc3[C@H]2N2C(=O)N(c3ccccc3)C(=O)[C@]12C	0.5	-15.7	·	·	-11.0	-3.1	0.5	1.4	-6.3
Nc1cc(=O)[nH]c(=O)n1-c1cccc(F)c1	0.8	-1.2	2.4	10.7	-6.8	-3.5	0.9	13.3	-7.2
CC(=O)C1=C(O)C(=O)N(c2cccc(C(=O)O)c2)C1c1ccccc1F (configuration not stated)	·	·	2.8	0.8	·	5.1	·	2.0	-0.1
S=C(Nc1ccccc1)NC1CCN(Cc2ccccc2)CC1	1.1	-11.6	5.6	-7.5	-5.2	-9.1	2.3	8.9	-2.9
CCCCCn1c(CN2CC(C)OC(C)C2)nc2c1c(=O)n(C)c(=O)n2C (configuration not stated)	0.8	-4.9	3.9	-18.9	-4.4	-0.8	0.2	5.6	4.3
Cc1oc2cc3oc(=O)c(CCC(=O)NC4CC4)c(C)c3cc2c1C	7.8	5.7	1.2	16.2	-10.4	-15.9	9.1	7.1	4.2
Cc1cc(C)cc(N(C(=O)c2csnn2)C(C(=O)NC(C)(C)C)c2cccs2)c1 (configuration not stated)	0.3	-21.0	21.4	0.1	3.6	-0.5	-1.6	-4.2	-3.3
O=C1NC2(CCN(Cc3ccccc3)CC2)Oc2ccccc21	0.8	-4.3	5.9	-23.0	-5.9	-4.9	0.3	4.9	-9.0
Cc1ccccc1OCCC(=O)OCC(=O)NNC(=O)c1cccs1	-0.1	-4.6	-0.1	-14.3	-6.8	-5.7	0.1	8.9	0.7
COC(=O)N(C)C[C@H]1OCc2cnnn2CCCC(=O)N([C@@H](C)CO)C[C@@H]1C	·	·	1.1	-15.0	·	-22.3	·	7.6	-0.2
COc1ccc(-c2ccc3nnc(SCC(=O)N4CCCC4)n3n2)cc1	-0.9	-1.4	-1.2	-17.5	-3.8	-1.5	-2.0	-1.1	-7.4
CC(=O)Nc1ccc2c(CN3C(=O)NC(C)(c4ccc(C)cc4)C3=O)cc(=O)oc2c1 (configuration not stated)	-0.2	-6.2	6.2	-2.5	-9.0	-2.9	0.5	9.7	-10.9
COc1ccc(C2CC(=O)N3CN(c4ccc(C)c(Cl)c4)CSC3=C2C#N)cc1 (configuration not stated)	0.3	-9.0	0.8	-19.6	-5.0	-4.5	-0.1	-1.3	-6.2
c1ccc(C(c2nnnn2C2CCCCC2)N2CCc3ccccc3C2)nc1 (configuration not stated)	-0.1	-12.2	·	·	-11.0	9.3	0.1	-15.7	-11.2
O=[N+]([O-])c1ccc(S(=O)(=O)Nc2ccc(-c3ccccc3)cc2)cc1	·	·	0.9	23.8	·	5.8	·	-4.6	0.2
O=C(N/N=C/c1ccc([N+](=O)[O-])s1)c1ccncc1	0.1	-3.9	·	·	-8.8	-4.2	-0.3	11.2	1.6
CN(CCCNS(=O)(=O)c1cccc2cccnc12)Cc1ccccc1	-0.2	-9.6	-0.5	-20.5	-2.9	-12.8	-0.2	5.8	-12.3
CC(C)n1cc(/C=C2/NC(=O)N(c3cccc(Cl)c3)C2=O)c2ccccc21	0.7	1.0	4.0	-1.1	-21.8	6.0	0.2	2.2	-3.2
CCOC(=O)c1sc(NC(=O)CSc2nnnn2-c2ccccc2)nc1C	2.1	-14.4	0.0	6.2	0.7	-29.1	0.1	1.8	-2.9
O=c1c2ccccc2c(=O)n(-c2ccccc2)n1-c1ccccc1	·	·	1.6	-7.2	·	-13.6	·	7.6	-0.5
O=C(N/N=C1/CCSC1)c1cccc([N+](=O)[O-])c1	0.0	-6.3	3.0	-3.7	-8.0	-6.1	-0.4	5.7	-8.2
CCOC(=O)c1sc(=NC(=O)c2ccc(Br)cc2)n(C)c1C	-0.1	8.1	0.1	-21.9	-6.7	-2.0	0.1	9.0	2.4
Cc1cc(C)cc(OCC(=O)NNC(=O)CCC(=O)NCc2ccccc2)c1	0.0	-2.9	-2.6	19.8	-4.0	-3.6	0.0	0.5	-2.2
CC(=O)c1c(Nc2ccccc2)sc(C(=O)c2ccccc2)c1C	-1.1	-29.5	2.2	-5.1	-12.0	-3.2	-0.5	8.6	1.8
CC(C)(C)C1CCC(=NNC(=O)c2ccco2)CC1 (configuration not stated)	-0.3	0.1	0.2	4.1	-5.2	-4.2	-0.1	7.8	-1.6
O=C(CNC(=O)COc1ccccc1)NCCN1CCOCC1	4.0	-0.7	0.8	9.2	-3.5	-2.6	1.2	5.0	-2.9
CSc1nc(-c2ccccc2)nc2c1COC(C)(C)C2	-1.0	-9.4	19.6	-4.8	-5.9	-12.5	-1.2	6.6	-1.7
Cc1ccccc1C(=O)Nc1nnc(CC(=O)N/N=C/c2ccco2)s1	0.7	-16.9	-0.7	-5.7	1.8	-28.3	0.1	18.8	-1.3
O=[N+]([O-])c1ccc(Nc2ccccc2O)c([N+](=O)[O-])c1	·	·	1.5	-25.1	·	-1.0	·	-5.7	-0.9
CCOc1ccccc1OCC(=O)Nc1ccccc1C(=O)NC1CC1	-0.1	14.9	9.6	37.1	-2.3	5.7	-1.1	-5.6	-1.3
Cc1ccnc(NC(=O)CCC(=O)N(CC(=O)NCc2ccc(F)cc2)Cc2ccco2)c1	-0.6	-7.8	5.4	-8.4	-8.5	2.7	-0.8	0.1	-6.7
CN(CC(=O)Nc1ccc(Cl)c(Cl)c1)C(=O)C12CC3CC(CC(C3)C1)C2	0.3	-0.3	1.1	-8.0	-6.3	-4.2	-0.4	-0.4	-4.1
Cc1c(C(=O)NNC(=S)Nc2ccc(S(N)(=O)=O)cc2)oc2ccccc12	-0.3	-4.0	0.0	1.1	0.4	-15.6	-0.2	9.5	-2.9
Cc1nn(Cc2c(F)c(F)c(F)c(F)c2F)c(C)c1NC(=O)c1c([N+](=O)[O-])cnn1C	5.3	-10.4	10.4	2.1	-7.6	-2.3	9.2	-3.3	1.0
Cc1ccc(CNc2ccc(CNc3ncn[nH]3)cc2)cc1	2.0	-0.5	2.0	1.6	-4.7	-5.3	2.1	8.9	-3.1
O=C(CSc1ccc(F)cc1)N1CCN(S(=O)(=O)c2ccccc2)CC1	1.4	-1.8	3.5	-13.6	1.3	-3.9	0.7	6.6	-2.5
Cc1scc(-c2n[nH]c(=S)n2Cc2ccccc2)c1C	-0.1	-22.2	-1.8	-11.1	3.8	-9.4	-1.7	7.9	-6.8
CCn1c(COc2ccccc2C(N)=O)nc2ccccc21	1.5	-20.1	1.4	4.7	-4.4	0.3	1.0	1.4	-3.0
CCn1cc(C(=O)OC(C)C(=O)Nc2c(C)n(C)n(-c3ccccc3)c2=O)c(=O)c2ccc(C)nc21 (configuration not stated)	·	·	6.8	3.6	·	-38.2	·	5.2	2.2
C=C1CCN([C@H](C(=O)NCc2ccc(OC)cc2)C(C)C)S(=O)(=O)c2ccccc21	0.3	-16.1	19.4	2.1	-2.9	-1.9	-2.2	4.6	-2.8
CC1CN(Cc2ccccc2)c2ccccc2NC1=S (configuration not stated)	-1.2	-19.6	1.1	-18.5	-3.5	11.2	-2.0	-13.0	-8.1
COc1ccc(/C=N/NC(=O)CCC(=O)Nc2ccc(Br)cc2)c(OC)c1	0.2	-8.7	-0.3	-2.1	-14.8	-11.4	-1.6	8.4	-3.6
CS/C(N)=N/C(=S)Nc1cccc(Cl)c1	0.3	-11.7	2.9	-44.6	-4.5	-6.4	0.3	6.2	-3.3
CN(C)S(=O)(=O)Nc1ccc(Oc2ccccc2)cc1	3.5	7.4	10.1	-1.2	-9.7	17.2	2.8	-8.4	-5.0
